# Bioassay records: PubChem BioAssay, several laboratories
# M4 antag – antagonists of human muscarinic M4 receptor (CHRM4); P08173; CHO-hM4 cells, ACh EC80, Fluo-8 calcium fluorescence; inhibition, % at 3 µM; actives 0.73% (n = 360,000); AID 624125;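 active means inhibition above its plate's cutoff, the mean inhibition of sample wells plus 3 SD, cut at about 27% in these data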;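 further: 0% = acetylcholine EC80 with DMSO and 100% = DMSO without agonist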
# Target sequence (P08173 whole entry, looked up): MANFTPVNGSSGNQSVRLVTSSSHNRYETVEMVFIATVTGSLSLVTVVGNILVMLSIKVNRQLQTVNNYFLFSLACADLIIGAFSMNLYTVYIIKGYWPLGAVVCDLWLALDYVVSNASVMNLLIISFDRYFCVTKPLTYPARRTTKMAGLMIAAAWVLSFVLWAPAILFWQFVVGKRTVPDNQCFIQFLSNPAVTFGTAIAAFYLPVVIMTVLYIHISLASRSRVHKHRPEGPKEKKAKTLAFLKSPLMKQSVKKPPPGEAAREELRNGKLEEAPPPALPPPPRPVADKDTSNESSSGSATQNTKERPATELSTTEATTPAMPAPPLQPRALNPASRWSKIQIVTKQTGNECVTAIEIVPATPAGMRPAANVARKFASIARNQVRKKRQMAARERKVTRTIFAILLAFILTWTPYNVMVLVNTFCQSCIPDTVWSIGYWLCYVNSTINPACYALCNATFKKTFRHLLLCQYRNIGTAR
# CRFR2-BP ag – agonists of human CRF-binding protein/CRF-R2 receptor complex; activation, % at 13.2 µM; actives 0.46% (n = 350,000); HEK293 CRF-R2/CRF-BP, calcium dye fluorescence (FLIPR); percent of saturating CRF peptide response;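 active means activation of at least 50%, plus an integration ratio under a set limit after plate pattern correction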;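 further: plate controls were neutral control wells without compound for no effect and CRF at EC100 for full effect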
# M1 PAM – positive allosteric modulators of human M1 muscarinic receptor; CHO-K1 hM1, Fluo-8 calcium fluorescence, ACh EC20; 0% = ACh EC20, 100% = maximal ACh; activation, % at 3 µM; actives 0.088% (n = 360,000); AID 588819; in the data active means activation above about 19%, passing the limit was not always enough
# CHRM5 antagonist – blocks acetylcholine activation of human M5 receptor; CHO-hM5 cells, Fluo-8 calcium fluorescence, ACh EC80; actives 0.59% (n = 360,000); AID 624040; inhibition, % at 3 µM;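 active means inhibition above a per-plate cutoff, the mean of that plate's test compounds plus 3 SD, cut at about 27% in these data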;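 further: 0% = acetylcholine EC80 with DMSO and 100% = DMSO without agonist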
# Target sequence (P08912 whole entry, looked up): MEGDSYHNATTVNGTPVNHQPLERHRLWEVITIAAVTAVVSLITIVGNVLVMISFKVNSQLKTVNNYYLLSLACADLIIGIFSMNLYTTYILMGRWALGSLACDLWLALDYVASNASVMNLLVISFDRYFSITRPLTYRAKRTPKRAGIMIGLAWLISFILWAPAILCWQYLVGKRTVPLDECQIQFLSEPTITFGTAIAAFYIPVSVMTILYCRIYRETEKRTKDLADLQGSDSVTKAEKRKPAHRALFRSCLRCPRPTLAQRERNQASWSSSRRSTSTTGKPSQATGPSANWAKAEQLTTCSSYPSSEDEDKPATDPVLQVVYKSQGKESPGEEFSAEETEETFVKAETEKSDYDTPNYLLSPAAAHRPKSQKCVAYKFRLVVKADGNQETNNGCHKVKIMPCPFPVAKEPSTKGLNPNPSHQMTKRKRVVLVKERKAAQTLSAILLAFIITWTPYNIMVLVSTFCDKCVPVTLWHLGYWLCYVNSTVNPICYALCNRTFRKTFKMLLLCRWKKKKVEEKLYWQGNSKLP
# CRFR2-BP antag – blocks CRF-induced signaling of the CRF-BP/CRF-R2 complex; AID 588475; inhibition, % at 11.8 µM; HEK293 CRF-R2/CRF-BP, CRF-induced calcium fluorescence; actives 0.59% (n = 350,000);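 active means inhibition of the ligand-induced calcium signal above about 50% at the single tested concentration, limit read from the data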
# M5 ag – agonists of human muscarinic M5 receptor (CHRM5); CHO-K1 hM5 cells, Fluo-8 calcium fluorescence; 0% DMSO wells, 100% maximal acetylcholine response; actives 0.19% (n = 360,000); activation, % at 3 µM;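 active means activation above the run's mean over test compounds plus 3 SD, cut at about 23% in these data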;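 further: signal is peak over basal fluorescence ratio across the kinetic read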
# CHRM4 PAM – CHRM4 positive allosteric modulation; P08173; CHO-K1 hM4/Gqi5, Fluo-8 calcium fluorescence, ACh EC20; 0% = ACh EC20, 100% = maximal ACh; activation, % at 3 µM; actives 0.4% (n = 360,000); AID 624126;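 active means activation above its plate's cutoff, the mean activation of sample wells plus 3 SD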; further: some results filed as inactive read as strong as hits
# CHRM5 PAM – positive allosteric modulators of human muscarinic M5 receptor; activation, % at 3 µM; P08912; actives 0.3% (n = 360,000); AID 624038; CHO-K1 hM5, Fluo-8 calcium, ACh EC20 PAM; 0% = ACh EC20, 100% = ACh EC100;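 active means activation above the run cutoff, the mean activation of all test compounds plus 3 SD, cut at about 18% in these data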
#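 Assay system: CHO-K1 hM5 cells / Incubation: Fluo-8 loading 80 min at 37 °C plus 30 min room temperature / Technique: Fluo-8 calcium dye fluorescence, kinetic read / Repeats: single replicate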
# CHRM4 agonist – CHRM4 agonism in calcium assay; P08173; CHO-K1 hM4/Gqi5, Fluo-8 calcium fluorescence; vehicle 0%, full acetylcholine response 100%; activation, % at 3 µM; actives 0.14% (n = 360,000); AID 624127;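 active means activation above the run mean over all test wells plus 3 SD, cut at about 32% in these data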;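 further: peak over basal fluorescence ratio per well then scaled between controls; 0% = DMSO wells and 100% = acetylcholine at EC100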
# The depositor's hits bear a star; x = not tested or not shown.
SMILES,M4 antag,CRFR2-BP ag,M1 PAM,CHRM5 antagonist,CRFR2-BP antag,M5 ag,CHRM4 PAM,CHRM5 PAM,CHRM4 agonist
COc1ccc(N2CCN(c3ncnc4c3[nH]c3ccccc34)CC2)cc1,28*,-1.0,-11,28*,7,8,-11,-21,23
Cc1noc(NS(=O)(=O)c2ccc(NC(=O)CCn3c(=O)oc4ccccc43)cc2)c1C,-2,-1.2,7,0,-15,2,-8,-6,2
O=C(CSc1ccc(Br)cc1)N1CCN(S(=O)(=O)c2ccccc2)CC1,0,-1.2,0,14,19,-4,-3,-8,5
CCCS(=O)(=O)NC(=O)C1(C)CCN(C(=O)c2cc3ccccc3s2)C1 (stereo not given),-7,x,-12,-3,x,2,5,5,1
O=C1C=C(c2cccc(Br)c2)C[C@@H](c2ccc(Cl)cc2)C1,17,-0.8,0,-7,-4,5,-3,-10,1
Cc1c(N(C(=O)c2ccccn2)C2(C(=O)NC3CCCCC3)CCCCC2)c(=O)n(-c2ccccc2)n1C,-6,0.6,8,3,-18,-1,-2,5,1
CC1(C(=O)Nc2ccc3c(c2)OCCO3)CN(S(C)(=O)=O)CC(=O)N1CCc1ccc(O)cc1 (stereo not given),2,x,x,-2,x,2,-1,2,1
Nc1ncc(Br)cc1S(=O)(=O)NCCc1ccccc1,11,0.6,-20,12,-8,-8,-18,-13,2
OC[C@@H]1CN(CCN2CCOCC2)C[C@H](n2cnc3c(N4CCCC4)ncnc32)O1,-7,x,14,3,x,0,1,-2,0
CC1Cc2nc(SCC(=O)NCC3CCCO3)n(Cc3ccccc3)c(=O)c2S1 (stereo not given),0,-1.1,5,2,-7,-2,7,1,1
Cc1nn(-c2ccccc2)c(C)c1/C=C/C(=O)OCC(=O)Nc1ncc(C(F)(F)F)cc1Cl,5,-0.8,-6,-1,17,-3,-10,-1,-1
C=CCNC(=O)C1CC(=O)N(c2ccc(OCC(=O)Nc3ccc(Cl)cc3)cc2)C1 (stereo not given),-3,2.6,2,-1,2,-3,-1,5,1
COC(=O)c1cc2sccc2n1Cc1nc(-c2ccc(Cl)cc2)oc1C,-1,4.4,2,-2,-24,1,5,-2,0
CNS(=O)(=O)c1ccc(CNC[C@H]2O[C@@H](n3cnc(C(N)=O)n3)[C@H](O)[C@@H]2O)cc1,-10,-0.1,3,1,-13,1,4,-3,1
COc1ccc(-c2noc(-c3ccccc3-c3ccccc3)n2)cc1OC,-14,8.9,-10,-7,-35,-4,-3,-2,0
COCCn1c(SCC(=O)N2CCCc3ccccc32)nc2c(c1=O)SC(C)C2 (stereo not given),-8,-1.8,-2,-1,16,-3,0,-4,0
COC(=O)CCC(=O)c1oc2ccc(Br)cc2c1N,11,1.6,2,-2,-13,1,5,2,0
CCOc1ccc(CCNC(=O)C2CC(=O)N(c3ccccc3OCC)C2)cc1OCC (stereo not given),11,-2.8,7,8,-1,1,-2,-1,1
CCC(CC)NC(=O)CCCSc1nc2ccccc2[nH]1,-14,1.7,4,-33,-4,-1,2,8,2
COc1ccc(CCN(C(=O)c2cccc(F)c2)C2CC(=O)N(c3ccc(OC)cc3)C2=O)cc1 (stereo not given),6,-0.3,0,-5,19,-1,-7,0,4
Cc1ccc(NC(=O)c2cc(-c3ccc4c(c3)OCO4)on2)cc1,9,1.3,7,15,-5,-2,-5,2,2
CCOc1ccc(NC(=O)COC(=O)c2c[nH]c3ccccc23)cc1,7,-4.0,2,8,12,0,-4,-5,4
O=P(COCCOCCOCP(=O)(c1ccccc1)c1ccccc1)(c1ccccc1)c1ccccc1,8,-0.2,7,8,-2,-1,-3,2,0
CS(=O)(=O)N(CC(=O)Nc1ccc2c(c1)OCO2)c1ccc2c(c1)OCO2,9,0.6,-6,7,19,-3,-7,-2,1
O=C1NCCN(CC2CCN(CC3CCCC3)CC2)C1=O,-12,-0.5,6,3,-4,0,7,-2,0
CCCCOc1ccc(C(=O)NNC(=S)NC(=O)CC)cc1,16,0.3,-2,3,-1,5,6,1,12
CS(=O)(=O)N(CC(=O)N1CCCCCC1)c1ccc(Br)cc1,11,-0.3,13,-3,7,0,0,-2,1
Cc1cc(C)cc(NS(=O)(=O)c2ccc(F)cc2)c1,3,-0.5,2,-7,1,-4,2,9,-2
O=C(Nc1ccccc1F)c1ccco1,2,-1.0,-2,0,4,3,9,5,1
COc1ccc(S(=O)(=O)N2CCN(C(=O)c3cc(-c4ccc(C)cc4)n[nH]3)CC2)cc1,-22,-1.6,-5,-2,9,0,-8,-9,18
COc1ccc(C)cc1NS(=O)(=O)c1ccc(-c2cnc(C3CC3)o2)cc1,12,-0.3,-13,12,-18,12,-11,-12,15
Cc1ccc(C(=O)N/C(=C\c2cccs2)C(=O)NCCCn2ccnc2)cc1,-1,-0.8,3,-10,22,-3,4,4,1
COc1ccc(C(C(=O)NCC2CCCO2)N(Cc2ccco2)C(=O)c2snc(C(N)=O)c2N)cc1OC (stereo not given),3,1.3,2,-3,-36,1,-11,-3,11
Cc1nc(NC(=O)c2ccccc2)sc1-c1cc(C(=O)N2CCOCC2)nn1Cc1ccccc1,-9,-0.9,6,-7,5,1,0,2,1
COc1ccc(CN2CCNC(=O)C2CC(=O)NCC2CCOCC2)c(F)c1 (stereo not given),7,-1.4,4,16,0,-2,1,-6,1
COc1ccc(OCC(=O)NNC(=O)C(=O)N2CCCC2)cc1,8,-0.6,3,3,16,1,-2,2,1
COc1ccc(/C=N/n2c(-c3cccs3)n[nH]c2=S)cc1,-9,0.1,3,0,3,-7,5,-4,-1
Cc1ccc(C)c(OCC(O)CN2C(C)CCCC2C)c1 (stereo not given),-8,-1.6,-9,2,-10,-12,-4,-3,1
Cc1cccc(NC(=O)c2ccccc2C(=O)O)c1,-2,0.2,4,0,0,5,-2,3,1
O=C1CCc2cc(S(=O)(=O)NCCCC(=O)N3CCN(Cc4ccc5c(c4)OCO5)CC3)ccc2N1,3,-1.7,-1,-6,2,-3,7,1,1

# Rewritten tab-delimited: part of the list above.
Molecule	M4 antag	CRFR2-BP ag	M1 PAM	CHRM5 antagonist	CRFR2-BP antag	M5 ag	CHRM4 PAM	CHRM5 PAM	CHRM4 agonist
CNS(=O)(=O)c1ccc(CNC[C@H]2O[C@@H](n3cnc(C(N)=O)n3)[C@H](O)[C@@H]2O)cc1	-10	-0.1	3	1	-13	1	4	-3	1
Cc1cc(C)cc(NS(=O)(=O)c2ccc(F)cc2)c1	3	-0.5	2	-7	1	-4	2	9	-2
OC[C@@H]1CN(CCN2CCOCC2)C[C@H](n2cnc3c(N4CCCC4)ncnc32)O1	-7	x	14	3	x	0	1	-2	0
COc1ccc(C)cc1NS(=O)(=O)c1ccc(-c2cnc(C3CC3)o2)cc1	12	-0.3	-13	12	-18	12	-11	-12	15
O=P(COCCOCCOCP(=O)(c1ccccc1)c1ccccc1)(c1ccccc1)c1ccccc1	8	-0.2	7	8	-2	-1	-3	2	0

# Next section:
SMILES,M4 antag,CRFR2-BP ag,M1 PAM,CHRM5 antagonist,CRFR2-BP antag,M5 ag,CHRM4 PAM,CHRM5 PAM,CHRM4 agonist
COc1ccc(/C(C)=N/NC(=O)c2nnn(-c3nonc3N)c2-c2cccs2)cc1,3,2.9,0,10,-14,4,-1,3,2
CCCC(=O)Nc1ccc(C(=O)N/N=C/c2ccc([N+](=O)[O-])o2)cc1,1,0.9,10,1,33,-2,-1,0,0
CNc1nc2c(c(=O)n(C)c(=O)n2C)n1CCCc1ccccc1,2,-1.4,1,4,10,8,-4,-1,6
O=C(Nc1cccc(F)c1)C1CCCN(C(=O)c2ccc(Cl)cc2)C1 (stereo not given),-2,-0.5,-1,4,-12,3,-2,-5,6
O=C(NCc1ccc(F)cc1)Nc1ccc(Cl)cc1,3,1.4,4,13,4,0,-9,-20,12
CC1(C)NC(=O)N(CCSc2ccc(Cl)cc2)C1=O,-9,-0.1,0,1,-22,-1,-3,0,3
Cc1cc(Nc2ccccc2F)n2ncnc2n1,-6,-1.5,18,4,-5,0,2,-1,0
O=C(NCc1ccccn1)c1cc2n(n1)C(C(F)(F)F)CC(c1ccco1)N2 (stereo not given),-11,-0.5,2,2,33,-2,-4,-1,1
C=CCOc1ccc(C(=O)N(Cc2ccc(N(C)C)cc2)C2CCS(=O)(=O)C2)cc1 (stereo not given),-6,1.3,3,0,13,-6,2,14,0
Nn1c(SCC(=O)Nc2ccccc2F)nnc1C1CCCCC1,-8,1.4,12,-7,-15,-4,4,0,1
CCOCC(=O)Nc1ccc2c(c1)N(S(=O)(=O)c1cccs1)CCC2,-6,-3.5,0,-3,20,4,2,-2,0
CC(C)(C)N(Cc1ccccc1)C(=O)CN1C(=O)NC2(CCCCCC2)C1=O,2,5.6,-2,4,-17,1,7,-7,0
CC(=O)C1=C(C)OC(N)=C(C#N)C1c1cccc2ccccc12 (stereo not given),-5,0.1,2,2,-1,2,-1,5,1
CCCCN1C(=O)C(NC(=O)C2CC2)(C(F)(F)F)C2=C1CC(C)(C)CC2=O (stereo not given),-9,-3.3,6,0,9,-2,7,-5,0
CCOC(=O)/C(=N/Nc1ccc(Br)cc1)N1CC(C)OC(C)C1 (stereo not given),-13,0.1,6,9,3,-3,9,-10,-2
CC1CCCN(S(=O)(=O)c2cccc(-c3cn4cccnc4n3)c2)C1 (stereo not given),1,0.3,5,-9,-4,-1,11,2,1
COc1ccc(C(O)c2ncc(-c3ccc4ccccc4c3)[nH]2)cc1 (stereo not given),3,x,4,-1,x,1,-2,-2,5
COC(=O)c1ccc(NC(=O)Cn2nc(C)cc2C)cc1,5,-1.0,7,7,2,-1,-5,3,2
O=C(CN1CCC(NC(=O)c2ccccc2F)CC1)Nc1ccc2c(c1)OCCO2,-1,2.2,4,-2,0,-3,8,-3,0
COc1cccc(-n2nc(C(N)=O)c(O)cc2=O)c1,-5,-3.6,-5,-6,2,-2,-1,-9,0
O=C(NC(CO)Cc1ccccc1)c1ccccc1 (stereo not given),-4,-0.5,-5,2,6,0,-2,-1,0
CCc1ccccc1N(CC(=O)NCC1CCCO1)C(=O)CCC(=O)Nc1nccs1 (stereo not given),3,-1.6,12,1,0,1,5,-1,2
O=C(CCN1C(=O)c2ccncc2C1=O)NCc1ccc(Cl)cc1,3,-2.6,10,-2,9,-1,-1,2,1
COc1ccc([C@H]2CC(=O)C=C(c3ccc(CNC(=O)OC(C)(C)C)cc3)C2)cc1,28*,-0.1,-23,27,0,2,-14,-39,25
OCC1CCN(Cc2cn(Cc3ccccc3)nc2-c2cc3ccccc3o2)CC1,2,5.8,10,-1,-12,2,1,1,8
CN(C(=O)COC(=O)c1cc(S(=O)(=O)N2CCCCC2)ccc1Cl)c1ccccc1,-3,-3.9,-2,1,8,-4,-8,-16,15
O=C(NCC1CCCO1)c1cn(Cc2ccccc2Cl)nc1-c1ccccc1 (stereo not given),-8,2.7,11,-2,-3,-1,6,-1,3
COC(=O)CC(NC(=O)c1ccc(C)cc1)c1ccc2c(c1)OCO2 (stereo not given),5,-7.1,7,-4,107*,0,-2,6,0
CCCS(=O)(=O)NC(=O)C1(C)CCCN(C(=O)CSc2ccccc2)C1 (stereo not given),-3,x,10,2,x,0,3,2,0
CC(=O)NC1C(=O)N=C(SCc2ccccc2)NC1=O (stereo not given),-8,-2.5,8,-3,4,-1,8,1,1
Cc1ccc(OCCn2cnc3ccccc3c2=O)c([N+](=O)[O-])c1,4,-1.1,-1,2,8,-2,-3,-1,1

# Compounds as they come; overall some 2.6% were active at least once.
